Assay outcomes as filed in PubChem.
NadD block = blocks S. aureus nicotinate mononucleotide adenylyltransferase. hit rate 0.78% among 360,000. purified NadD enzyme, colorimetric absorbance read-out. inhibition, % at 20 µM; in the data active = inhibition above about 26%; also: some compounds past the cut are filed as inactive
MT1-MMP act inh = MT1-MMP (human) activation inhibition. P50281. HT1080 RFP-PRO-GFP cells, GFP/RFP ratio fluorescence, overnight; percent of plate control window, DMSO zero. GFP/RFP ratio change, % at 20 µM. hit rate 0.061% among 360,000. AID 651647;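 active = GFP/RFP ratio change of at least 30% with cell ATP level not reduced by more than half and red fluorescence within 50% of control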; also: strong numbers were not always called active
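Assay system: HT1080 RFP-PRO-GFP cells | Dosing: 20 µM single dose, 1% DMSO | Incubation: Cells overnight before dosing, compound overnight, 37 °C, 5% CO2 | Evaluation: GFP/RFP fluorescence ratio | Control set: DMSO-only wells and HT1080 RFP-L50D-GFP cell wells as references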
Scp-1 inhibitor = inhibitors of human Scp-1 phosphatase | Q9GZU7 | Recombinant Scp1, phosphopeptide, malachite green phosphate absorbance | inhibition, % at 20 µM | hit rate 0.88% among 340,000 | AID 493091;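 active = inhibition above about 50% at 20 µM, limit read from the data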;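 also: plate controls were DMSO wells with enzyme for no effect and wells lacking enzyme for full effect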
Target sequence (Q9GZU7 76-261 limits assumed): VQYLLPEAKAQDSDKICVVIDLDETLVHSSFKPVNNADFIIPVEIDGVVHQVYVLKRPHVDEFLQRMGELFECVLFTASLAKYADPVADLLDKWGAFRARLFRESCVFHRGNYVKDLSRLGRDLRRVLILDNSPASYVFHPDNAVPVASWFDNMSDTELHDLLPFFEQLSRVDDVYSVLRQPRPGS
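Test system – truncated SCP-1 phosphatase (76-261aa) · Reagent – Phosphorylated 17-residue peptide substrate · Incubation – 45 min room-temperature reaction, 5 min colour, 30 min stabiliser · Detection – colorimetric phosphate reagent with accelerator and stabiliser, absorbance at 630 nm · Measure – % inhibition at 20 µM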
DNMT1 block = DNMT1 (human) enzyme inhibition; hit rate 0.83% among 360,000; DNMT1 molecular beacon, Hinp1I cleavage, fluorescence; inhibition (reported as % activation of signal), % at 10 µM; in the data active = inhibition above about 50%
STEP block = STEP (human) phosphatase inhibition | P54829 | recombinant STEP, OMFP fluorogenic substrate, fluorescence | inhibition, % at 20 µM | hit rate 0.25% among 360,000;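 active = inhibition at 20 µM, scaled per plate between control wells, above about 37%, limit read from the data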;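 also: 0% = DMSO with enzyme and substrate and 100% = substrate only without enzyme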
Target sequence (P54829 whole entry, looked up): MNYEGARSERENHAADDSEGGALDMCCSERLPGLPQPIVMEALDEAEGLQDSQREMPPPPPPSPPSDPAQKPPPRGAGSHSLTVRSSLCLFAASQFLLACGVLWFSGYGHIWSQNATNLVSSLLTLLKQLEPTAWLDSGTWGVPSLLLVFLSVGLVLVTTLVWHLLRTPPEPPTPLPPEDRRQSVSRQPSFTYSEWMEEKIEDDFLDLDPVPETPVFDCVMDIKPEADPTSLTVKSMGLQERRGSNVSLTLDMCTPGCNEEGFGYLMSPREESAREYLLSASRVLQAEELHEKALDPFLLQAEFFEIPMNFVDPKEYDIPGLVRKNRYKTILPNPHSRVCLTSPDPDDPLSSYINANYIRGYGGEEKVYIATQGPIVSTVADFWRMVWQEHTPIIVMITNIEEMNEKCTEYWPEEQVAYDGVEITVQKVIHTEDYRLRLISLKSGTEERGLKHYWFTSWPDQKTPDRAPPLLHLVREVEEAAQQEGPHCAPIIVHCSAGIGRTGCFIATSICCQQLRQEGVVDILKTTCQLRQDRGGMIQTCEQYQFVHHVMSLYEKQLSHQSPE
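material = STEP tyrosine phosphatase | reagent = fluorogenic phosphatase substrate OMFP at 25 µM final | doses = single compound dose of 20 µM, 1% DMSO final | schedule = 20 min reaction, room temperature, in the dark | measured by = fluorescence, 480/540 nm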
SKN-1 inh = C. elegans SKN-1 inhibition; C. elegans VP596 Pgst-4::GFP/RFP ratio, acrylamide-induced, 24 h; inhibition, % at 21.8 µM; hit rate 0.49% among 360,000; AID 624304;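 active = interference check ratio from 0.5 to 1.5 plus GFP to RFP signal ratio inhibition reaching or exceeding a fixed threshold, cut at about 30% in these data, passing the limit was not always enough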; also: some compounds called inactive have numbers as strong as hits
CendR NRP1 mod = alters CendR peptide binding to human NRP-1 | O14786 | FAM-RPARPAR peptide binding to NRP-1, fluorescence polarization | inhibition, % at 25 µM | hit rate 0.85% among 360,000 | AID 602438;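 active = inhibition or corrected inhibition above about 18%, plus a signal ratio from 0.5 to 1.5, limit read from the data, passing the limit was not always enough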; also: strong numbers were not always called active
SUMO1 PPI mod = modulators of human SUMO1-mediated protein-protein interactions; SUMO1 binding to a labelled peptide, TR-FRET, 1 h; hit rate 0.33% among 360,000; P63165; AID 602429; inhibition, % at 20 µM; in the data active = inhibition above about 37%
Target sequence (P63165 whole entry, looked up): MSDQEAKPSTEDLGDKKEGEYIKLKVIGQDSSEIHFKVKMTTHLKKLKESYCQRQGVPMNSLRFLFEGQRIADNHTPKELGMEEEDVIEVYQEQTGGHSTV
Rpn11 block = Rpn11 (human) deubiquitinase inhibition. O00487. human 26S proteasome, Ub4-pepOG fluorescence polarization; 20S core pre-blocked with epoxomicin. hit rate 0.59% among 360,000. calls only at 20 µM;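 active = inhibition at 20 µM, scaled to each plate's controls, above about 33%, limit read from the data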
LMPTP inh = blocks human LMPTP phosphatase | recombinant LMPTP-A, OMFP fluorogenic substrate, fluorescence intensity | inhibition, % at 20 µM | hit rate 0.22% among 360,000;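 active = compounds that cut the enzyme signal by at least half of the control window in the single-dose screen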;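 also: plate controls were DMSO wells with enzyme plus substrate for no effect and substrate without enzyme for full effect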
Target sequence (P24666 whole entry, looked up): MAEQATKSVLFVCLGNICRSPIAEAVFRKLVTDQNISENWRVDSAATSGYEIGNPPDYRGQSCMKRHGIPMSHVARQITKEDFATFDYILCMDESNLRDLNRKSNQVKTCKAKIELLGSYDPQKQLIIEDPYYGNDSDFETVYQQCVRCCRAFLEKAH
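Assay system: LMPTP-A, protein tyrosine phosphatase of low molecular weight / Medium: pH 6.0 Bis-Tris buffer with DTT and Triton X-100 / Schedule: 50 min enzyme reaction at room temperature, protected from light / Measured by: endpoint fluorescence intensity from OMFP dephosphorylation / Read-out basis: % inhibition relative to no-enzyme and uninhibited control wells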
An asterisk follows results filed as active; i = inactive; . = not tested or not shown. Random draw from the library. About 3.9% of those tested had a hit in this group.

| no. | Molecule | NadD block | MT1-MMP act inh | Scp-1 inhibitor | DNMT1 block | STEP block | SKN-1 inh | CendR NRP1 mod | SUMO1 PPI mod | Rpn11 block | LMPTP inh |
| --- | --- | --- | --- | --- | --- | --- | --- | --- | --- | --- | --- |
| 1 | CCOc1ccccc1NC(=O)c1cc(S(=O)(=O)N2CCOCC2)ccc1C | 2 | 0 | -2 | 1 | 0 | 15 | 15 | -1 | i | -0.1 |
| 2 | CC1(C)CC(=O)c2cc(OCC(=O)O)ccc2O1 | 13 | -5 | -6 | -3 | 1 | 0 | -7 | 3 | i | -0.9 |
| 3 | Oc1cccc(/C=N/N2CCCCC2)c1O | -7 | -5 | 2 | 0 | 1 | 18 | 6 | 0 | i | 0.1 |
| 4 | CCOc1ccc(NC(=O)CSc2ccc3nnc(-c4ccccn4)n3n2)cc1 | 5 | 4 | -10 | 1 | -1 | 2 | 11 | -1 | i | 0.4 |
| 5 | CCOC(=O)COc1cccc2c(=O)n(CC(=O)NCc3ccc4c(c3)OCO4)ccc12 | 3 | 5 | 0 | 14 | -2 | -4 | -2 | -3 | i | 1.4 |
| 6 | O=C(Nc1nnc(C2CC2)s1)C1Cc2ccccc2CN1S(=O)(=O)c1ccccc1F (stereo not drawn) | 3 | 0 | -8 | 0 | 3 | 1 | 6 | 6 | i | 1.6 |
| 7 | COc1ccc(OC)c(S(=O)(=O)CC(O)COc2ccccc2Cl)c1 (stereo not drawn) | -5 | -2 | -5 | 0 | -1 | 0 | 0 | 3 | i | -0.3 |
| 8 | Cc1ccc(Nc2ccc3nonc3c2[N+](=O)[O-])cc1 | 0 | 0 | -7 | 5 | 3 | 2 | -2 | -29 | i | 0.3 |
| 9 | Cc1ccc(-n2nnnc2SCC(=O)NNC(=O)c2ccco2)cc1C | -4 | 0 | -5 | -2 | 0 | -7 | 8 | 1 | i | -0.8 |
| 10 | CCOc1ccc(CCNC(=O)COc2cc(=O)n(C)c3ccccc23)cc1OCC | 4 | 3 | -8 | 4 | 3 | 2 | 10 | -2 | i | 0.5 |
| 11 | CCOC(=O)c1c(NC(=O)C(=O)N/N=C/c2ccccc2OC)sc2c1CCCCC2 | 12 | 5 | -3 | 1 | -2 | 7 | -7 | 1 | i | 0.2 |
| 12 | CCCn1ccnc1SC(C)C(=O)Nc1c(C)n(C)n(-c2ccccc2)c1=O (stereo not drawn) | 7 | 2 | -3 | -5 | -1 | -14 | 19 | 3 | i | -1.4 |
| 13 | COC(=O)c1c(-c2ccccc2)csc1NC1=NS(=O)(=O)c2ccccc21 | 4 | 8 | -3 | 1 | -3 | -7 | -14 | 2 | i | -1.6 |
| 14 | C=CCN(CC=C)C(=S)NC(=O)c1ccc(OC)cc1 | -1 | . | 6 | 9 | -2 | -7 | -14 | 8 | i | 1.7 |
| 15 | COc1ccccc1OCCCCN1CCN(c2ccccc2OC)CC1 | -7 | -5 | -10 | 3 | 2 | -22 | 8 | 0 | i | -2.4 |
| 16 | O=C(CCCCn1c(=O)c2ccccc2n(Cc2ccccc2)c1=O)NC1CCN(Cc2ccccc2)CC1 | -8 | 1 | -11 | -1 | 3 | 1 | -18 | 1 | i | 0.5 |
| 17 | Cc1cc(C(=O)Nc2c(C)nn(Cc3c(Cl)cccc3Cl)c2C)no1 | -5 | 25 | 6 | 4 | 0 | 3 | -11 | 2 | i | 0.0 |
| 18 | CN1CCN(C(=O)/C(=C/c2ccco2)NC(=O)c2ccccc2)CC1 | 7 | -6 | -5 | 2 | 0 | 11 | 3 | 0 | i | -1.9 |
| 19 | O=C(NCC1CCN(Cc2ccccc2F)CC1)Nc1cccc(Br)c1 | -9 | 5 | -9 | -6 | 1 | 3 | -3 | 2 | i | -0.5 |
| 20 | COc1cc(C(=O)Nc2ccc3c(c2)OCCO3)ccc1-n1cnnn1 | -5 | 6 | -5 | 7 | 2 | 19 | -3 | 1 | i | 0.5 |
| 21 | Cn1cnnc1SCC(=O)NC1CCCc2ccccc21 (stereo not drawn) | -3 | 1 | 1 | 3 | 5 | 0 | 15 | 3 | i | 0.2 |
| 22 | O=C(C1CCN(S(=O)(=O)c2cccc3cccnc23)CC1)N1CCN(c2ccccn2)CC1 | 0 | 3 | 6 | 3 | -2 | 3 | 2 | 0 | i | 0.5 |
| 23 | CNC(=O)C[C@H]1C(=O)N(CCc2ccccc2)C[C@@H]1Cc1ccccc1 | -2 | 3 | . | -2 | 0 | -6 | -3 | 1 | i | -2.2 |
| 24 | COc1ccc(NC(=O)C(C)Oc2ccc(/C(C)=N\O)cc2)cc1 (stereo not drawn) | -5 | 1 | -6 | -4 | 1 | 9 | 9 | -1 | i | 0.4 |
| 25 | Cc1ccc2c(c1)c1ncn(Cc3ccc(F)cc3)c(=O)c1n2C | -8 | 3 | -11 | -1 | 1 | 1 | 4 | 0 | i | 1.0 |

Next section.
| no. | Molecule | NadD block | MT1-MMP act inh | Scp-1 inhibitor | DNMT1 block | STEP block | SKN-1 inh | CendR NRP1 mod | SUMO1 PPI mod | Rpn11 block | LMPTP inh |
| --- | --- | --- | --- | --- | --- | --- | --- | --- | --- | --- | --- |
| 26 | CCN(CC(=O)Nc1ccc2c(c1)OCCO2)C(=O)/C=C/c1ccc(OC)cc1OC | 4 | 1 | -8 | -10 | -5 | 6 | 7 | -94 | i | -9.2 |
| 27 | CC(=Cc1ccccc1)C(=O)c1ccccc1 | -6 | 0 | . | 7 | 1 | 0 | 9 | -6 | i | -0.9 |
| 28 | O=C(/C=C/c1ccco1)c1ccc(NC(=O)C23CC4CC(CC(C4)C2)C3)cc1 | 33* | -9 | 24 | 72* | 3 | 15 | -37 | 1 | i | 1.2 |
| 29 | C=CCn1c(C)cc(-c2csc(NC(=O)C3=COCCO3)n2)c1C | 28 | -8 | -1 | -12 | 1 | 1 | -17 | 7 | i | 3.6 |
| 30 | CN(C)c1ccc(C=C2SC(=S)N(Cc3ccco3)C2=O)cc1 | 8 | -19 | . | 7 | -150 | 16 | 128 | -8 | . | 4.2 |
| 31 | CCCCCNC(=O)C(CCc1ccccc1)n1c(=O)c(-c2ccccc2)nc2ccccc21 (stereo not drawn) | . | -19 | . | . | . | 7 | -2 | -4 | . | 2.6 |
| 32 | COc1ccc(CC(=O)NC(C)c2nnc(SCC(=O)c3ccc(OC)cc3)n2C)cc1 (stereo not drawn) | -7 | -2 | -2 | -3 | -3 | 9 | -7 | 1 | i | -1.7 |
| 33 | Cc1ccc(C(=O)NC2CCCCC2)cc1 | 7 | 6 | -5 | -4 | 2 | 13 | -2 | -3 | i | -0.3 |
| 34 | CCOC(=O)c1c(C)n(S(=O)(=O)c2ccc(C)cc2)c2ccc(O)c(C(=O)O)c12 | 7 | 3 | -3 | 3 | -2 | -2 | 2 | 14 | i | 0.4 |
| 35 | N#CC(C(=S)Nc1ccccc1)c1nc2ccccc2[nH]1 (stereo not drawn) | 4 | 0 | -11 | -13 | -1 | 13 | -8 | -7 | i | -0.4 |
| 36 | COCC(=O)Nc1nc2n(n1)C(c1ccccc1Cl)CC(c1ccc(OC)cc1)N2 (stereo not drawn) | 4 | -4 | 0 | -2 | 4 | 21 | 6 | 0 | i | -1.3 |
| 37 | COc1ccc(CCNCC(O)COc2ccc(Cl)cc2)cc1OC (stereo not drawn) | -7 | 0 | -3 | -5 | 0 | 12 | 2 | -2 | i | -1.2 |
| 38 | N#Cc1cn(Cc2ccccc2)c2ccccc12 | 2 | -4 | -9 | 1 | 1 | 17 | -5 | -4 | i | 2.8 |
| 39 | CCOC(=O)C1CCCN(C(=O)c2cc(S(=O)(=O)N3CCCCC3)c[nH]2)C1 (stereo not drawn) | -4 | 0 | -7 | 0 | -1 | 4 | 8 | 11 | i | -0.6 |
| 40 | Cc1ccc2c(CC(=O)NCC3COc4ccccc4O3)coc2c1 (stereo not drawn) | -1 | 4 | -4 | -14 | 5 | 5 | -12 | 2 | i | 1.3 |
| 41 | COc1cccc(NC(=O)CSc2ccc3nnc(CCNC(=O)c4ccccc4)n3n2)c1 | -4 | -3 | -2 | -5 | -1 | -5 | 20* | 3 | i | -1.0 |
| 42 | S=c1[nH]nc(COc2ccc3c(c2)OCO3)n1-c1ccccc1 | -2 | 1 | -12 | 1 | 4 | -2 | -7 | -2 | i | -0.6 |
| 43 | O=C(CSc1nnc(-c2ccc(F)cc2)c2ccccc12)Nc1c(F)cccc1F | 9 | -6 | 0 | -1 | 2 | -2 | 8 | 0 | i | 2.4 |
| 44 | COc1ccc(NS(=O)(=O)c2c(F)cc(F)c(Cl)c2F)cc1S(=O)(=O)N1CCCCC1 | -3 | 2 | 0 | 5 | 4 | -7 | -11 | -1 | i | 0.2 |
| 45 | Cc1ccc(OCCC(=O)NNC(=O)c2cc(C)oc2C)cc1 | -3 | -2 | -3 | -1 | 0 | -5 | 20 | 4 | i | 0.9 |
| 46 | O=C(c1cc(COc2ccc(F)cc2Cl)on1)N1CCN(C2CCCC2)CC1 | -1 | -1 | -6 | -5 | -2 | 13 | -8 | -3 | i | -0.5 |

Single records, from the list above.
CN(C)c1ccc(C=C2SC(=S)N(Cc3ccco3)C2=O)cc1 is listed as NadD block: 8; MT1-MMP act inh: -19; Scp-1 inhibitor: .; DNMT1 block: 7; STEP block: -150; SKN-1 inh: 16; CendR NRP1 mod: 128; SUMO1 PPI mod: -8; Rpn11 block: .; LMPTP inh: 4.2
C=CCn1c(C)cc(-c2csc(NC(=O)C3=COCCO3)n2)c1C is listed as NadD block: 28; MT1-MMP act inh: -8; Scp-1 inhibitor: -1; DNMT1 block: -12; STEP block: 1; SKN-1 inh: 1; CendR NRP1 mod: -17; SUMO1 PPI mod: 7; Rpn11 block: i; LMPTP inh: 3.6

A different layout for part of the listing above:
| cpd | NadD block | MT1-MMP act inh | Scp-1 inhibitor | DNMT1 block | STEP block | SKN-1 inh | CendR NRP1 mod | SUMO1 PPI mod | Rpn11 block | LMPTP inh | Compound |
| --- | --- | --- | --- | --- | --- | --- | --- | --- | --- | --- | --- |
| 46 | -1 | -1 | -6 | -5 | -2 | 13 | -8 | -3 | i | -0.5 | O=C(c1cc(COc2ccc(F)cc2Cl)on1)N1CCN(C2CCCC2)CC1 |
| 31 | . | -19 | . | . | . | 7 | -2 | -4 | . | 2.6 | CCCCCNC(=O)C(CCc1ccccc1)n1c(=O)c(-c2ccccc2)nc2ccccc21 (stereo not drawn) |
